# TROY signal inh – TROY signaling inhibition; Q293 LMP1-TROYcd NF-kB luciferase reporter, 4 h; inhibition, % at 10 µM; actives 0.98% (n = 360,000); AID 1347056;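 active means compounds whose plate-normalised and pattern-corrected inhibition of the luciferase reporter signal at the single screening dose is 50% or more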
# EBV LMP1 NFkB – inhibitors of Epstein-Barr LMP1-induced NF-kappaB reporter; inhibition, % at 12.5 µM; actives 0.69% (n = 350,000); AID 504558; LMP1-induced NF-kappaB luciferase reporter cells, luminescence; in the data active means inhibition above about 41%;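 further: 0% = neutral control wells and 100% = reference inhibitor control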
# SRC3 inh – inhibitors of human steroid receptor coactivator 3 (SRC3); Q9Y6Q9; HEK293 GAL4-SRC3 luciferase reporter, luminescence; inhibition, % at 3.6 µM; actives 0.17% (n = 360,000);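 active means inhibition above a per-campaign cutoff, the mean of all compounds plus 3 SD, cut at about 60% in these data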;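 further: 0% = DMSO-treated cells and 100% = gossypol-treated cells at 36 µM; higher means less SRC3-driven luciferase light from the GAL4 reporter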
# TRAIL sens C8 – caspase-8 TRAIL sensitization | NB7+C8 cells + TRAIL, ATPlite viability luminescence | inhibition (viability loss, TRAIL sensitization), % at 10 µM | actives 1% (n = 360,000) | AID 624354;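 active means compounds causing at least 50% loss of cell viability in the single-dose screen, relative to plate controls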
# SRC2 inh – human SRC2 (NCOA2) inhibition; Q15596; HEK293 GAL4-SRC2 luciferase reporter, luminescence; inhibition, % at 9 µM; actives 0.17% (n = 370,000); AID 651957;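 active means inhibition above the mean inhibition of all tested compounds plus 3 SD, set per campaign, cut at about 52% in these data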;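 further: 0% = DMSO treated cells and 100% = cells given Gossypol at 36 µM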
# TLR9-MyD88 block – blocks human TLR9 binding to MyD88 | inhibition, % at 4.98 µM | actives 0.21% (n = 340,000) | AID 504734 | CHO BLA complementation TLR9-MyD88, CCF4 FRET ratio | Q9NR96+Q99836;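 active means inhibition above the mean over all tested compounds plus 3 SD, cut at about 21% in these data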;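 further: 0% = DMSO only wells and 100% = clavulanate BLA inhibitor control wells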
# TWEAK Fn14 block – TWEAK-Fn14 signaling inhibition. TWEAK-stimulated Fn14 reporter cells, luciferase luminescence, 8 h. inhibition, % at 10 µM. actives 2% (n = 360,000). AID 1159606; in the data active means inhibition above about 50%
# COUP-TFII inh – NR2F2 (human) inhibition, primary screen. P24468. HEK293T NGFI-A luciferase reporter, luminescence. inhibition, % at 8.6 µM. actives 0.7% (n = 370,000). AID 686940;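 active means inhibition above a per-plate cutoff, mean inhibition of test wells between control levels plus 3 SD, cut at about 38% in these data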;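 further: cells cotransfected with COUP-TFII expression vector driving the NGFI-A reporter; 0% = median of COUP-TF2 test wells and 100% = reporter-only cells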
# Target sequence (P24468 whole entry, looked up): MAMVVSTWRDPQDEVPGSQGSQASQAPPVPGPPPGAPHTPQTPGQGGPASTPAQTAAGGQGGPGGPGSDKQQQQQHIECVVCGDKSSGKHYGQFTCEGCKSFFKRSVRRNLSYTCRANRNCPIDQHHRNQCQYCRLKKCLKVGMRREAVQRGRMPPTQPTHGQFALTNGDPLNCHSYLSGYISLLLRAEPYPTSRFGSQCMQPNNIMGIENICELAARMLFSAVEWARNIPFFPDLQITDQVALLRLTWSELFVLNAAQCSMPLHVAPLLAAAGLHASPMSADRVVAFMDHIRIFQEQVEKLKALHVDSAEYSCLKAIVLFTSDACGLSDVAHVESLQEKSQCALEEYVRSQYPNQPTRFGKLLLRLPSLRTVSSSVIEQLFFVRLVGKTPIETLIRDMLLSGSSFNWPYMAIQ
# NOD2-RIPK2 inh – blocks binding of human NOD2 to RIPK2; O43353; CHO BLA complementation NOD2-RIPK2, CCF4 ratio; inhibition, % at 4.98 µM; actives 0.38% (n = 360,000); in the data active means inhibition above about 21%;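 further: 0% = vehicle only and 100% = reference blocker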
# NCOA1 inh – inhibits human SRC1 coactivator. inhibition, % at 3.6 µM. AID 588354. actives 0.12% (n = 360,000). HEK293 GAL4-SRC1 luciferase reporter, luminescence;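 active means inhibition above the campaign mean plus 3 SD, with each screening campaign given its own cutoff, cut at about 60% in these data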;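 further: 0% = DMSO treated cells and 100% = gossypol at 36 µM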
# LRH-1 inv ag – NR5A2 inverse agonism in reporter assay. HEK293T StAR-luciferase reporter, LRH-1 transfected, 24 h. inhibition, % at 3.6 µM. actives 0.13% (n = 360,000);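 active means inhibition above the mean inhibition of all tested compounds plus 3 SD, cut at about 73% in these data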;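 further: 0% = DMSO wells and 100% = reporter-only cells lacking LRH-1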
# Target sequence (O00482 whole entry, looked up): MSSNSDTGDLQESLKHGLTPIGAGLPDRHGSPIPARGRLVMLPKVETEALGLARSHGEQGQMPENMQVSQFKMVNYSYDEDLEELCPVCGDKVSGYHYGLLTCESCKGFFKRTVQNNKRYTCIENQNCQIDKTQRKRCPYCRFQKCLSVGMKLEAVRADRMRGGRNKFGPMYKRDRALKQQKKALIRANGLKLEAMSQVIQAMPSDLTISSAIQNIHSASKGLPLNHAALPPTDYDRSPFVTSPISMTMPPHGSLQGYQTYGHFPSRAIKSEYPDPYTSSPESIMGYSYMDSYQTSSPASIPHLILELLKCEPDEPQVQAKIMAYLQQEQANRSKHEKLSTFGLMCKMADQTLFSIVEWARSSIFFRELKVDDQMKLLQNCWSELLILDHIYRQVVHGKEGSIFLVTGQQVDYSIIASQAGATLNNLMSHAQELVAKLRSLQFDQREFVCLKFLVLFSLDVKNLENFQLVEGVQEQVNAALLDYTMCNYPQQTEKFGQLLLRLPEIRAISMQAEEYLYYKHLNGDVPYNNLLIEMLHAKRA
# * hit, by the source's call; · = not tested or not shown. Some of the compounds tested; count on the stated rates, not on these rows.
SMILES,TROY signal inh,EBV LMP1 NFkB,SRC3 inh,TRAIL sens C8,SRC2 inh,TLR9-MyD88 block,TWEAK Fn14 block,COUP-TFII inh,NOD2-RIPK2 inh,NCOA1 inh,LRH-1 inv ag
COc1ccc(CN2CCNC(=O)C2CC(=O)NCCC2=CCCCC2)cc1OC (stereo unspecified),-4,0,18,1,8,2,4,-16,2,-10,-5
Cc1ccc(C)c(NC(=O)CCN2CCOCC2)c1,3,-19,-7,7,2,-1,-6,0,-5,3,-5
Cc1ccc(C(=O)Nc2nnc(C)s2)cc1,-26,-15,-48,48,-40,·,27,-37,2,-97,-138
Cc1cccc(N2CN=C3SCC(=O)N3C2)c1,-4,-8,14,5,-2,-6,-22,4,-1,-9,-1
CC(NC(=O)CN1C(=O)NC2(CCCC2)C1=O)c1ccc(Cl)cc1Cl (stereo unspecified),-8,-9,-21,-12,-45,-6,14,10,-8,-20,35
CC(C)(C)C(=O)O/N=C1/C(=O)N(c2ccccc2)c2ccccc21,19,-10,-4,-13,-14,15,-10,0,17,0,-14
COc1ccc(CN2C(=O)CS(=O)CC2=O)cc1OC,-11,-5,-6,0,9,-8,7,-4,-2,-6,0
CCCCn1c(N)c(N(CCOC)C(=O)COC(=O)CCOc2ccccc2)c(=O)[nH]c1=O,0,0,-18,7,-15,5,-14,-13,-7,3,2
CCOc1cc(N2C(=O)CC3CS(=O)(=O)CC32)c(OCC)cc1NC(=O)c1ccccc1 (stereo unspecified),3,-4,12,-12,-11,11,-2,-6,-6,4,4
C=CCN(CC=C)C(=S)NC(=O)c1ccc(OC)cc1,-26,-6,-7,-4,12,0,-11,2,-13,-5,-10
CN1CCN(C(=O)c2ccc3c(c2)N(Cc2cccc(Cl)c2)C(=O)c2ccccc2S3(=O)=O)CC1,12,2,-6,-6,-7,-6,20,-16,-7,2,-4
NS(=O)(=O)c1ccc(NC(=S)NCc2cccs2)cc1,0,-4,3,1,-14,-5,-7,-18,-10,-10,10
CCc1cccc(NC(=O)C2CCN(S(=O)(=O)c3ccc4c(c3)NC(=O)CO4)CC2)c1,-8,4,12,-4,-21,10,-3,16,-3,6,8
O=C(Nc1ccccc1)c1ccc(Cn2cc(C(F)(F)F)ccc2=O)cc1,1,5,-6,-7,2,-6,4,18,0,-1,1
CCCn1c(N)c(N2CCCCC2)c(=O)n(CC(=O)Nc2ccccc2)c1=O,-3,-11,-3,8,-32,-7,-9,-2,-2,-30,-2

# One compound at a time, as listed above:
# Shown for Cc1cccc(N2CN=C3SCC(=O)N3C2)c1 → TROY signal inh = -4; EBV LMP1 NFkB = -8; SRC3 inh = 14; TRAIL sens C8 = 5; SRC2 inh = -2; TLR9-MyD88 block = -6; TWEAK Fn14 block = -22; COUP-TFII inh = 4; NOD2-RIPK2 inh = -1; NCOA1 inh = -9; LRH-1 inv ag = -1
# Shown for NS(=O)(=O)c1ccc(NC(=S)NCc2cccs2)cc1 → TROY signal inh = 0; EBV LMP1 NFkB = -4; SRC3 inh = 3; TRAIL sens C8 = 1; SRC2 inh = -14; TLR9-MyD88 block = -5; TWEAK Fn14 block = -7; COUP-TFII inh = -18; NOD2-RIPK2 inh = -10; NCOA1 inh = -10; LRH-1 inv ag = 10

# (cont.)
SMILES,TROY signal inh,EBV LMP1 NFkB,SRC3 inh,TRAIL sens C8,SRC2 inh,TLR9-MyD88 block,TWEAK Fn14 block,COUP-TFII inh,NOD2-RIPK2 inh,NCOA1 inh,LRH-1 inv ag
CCC1(C)Nc2ccccc2C(=O)N1O (stereo unspecified),58*,4,-11,-5,-21,-12,3,-15,3,-17,-14
Cc1cccc(C(=O)OCC(=O)NC(C)C2CC3CCC2C3)c1O (stereo unspecified),-21,4,7,0,7,-7,-2,-18,-3,-14,8
COc1ccc(NC(=O)CCN2C(=O)c3ccccc3C2=O)cc1,9,5,7,-13,-15,-7,-15,1,-1,5,-9
Cc1ccc(C)c(S(=O)(=O)N2CCN(C(=O)c3cc(S(=O)(=O)NCc4ccccc4)ccc3C)CC2)c1,4,4,12,8,14,-7,6,-1,6,5,11
O=C(Cn1cc(/C=N/NC(=O)c2ccccc2Br)c2ccccc21)Nc1ccc(F)cc1,24,10,8,0,7,9,8,11,-1,-22,1
CN1CCC(=NNC(=O)C(=O)Nc2ccccc2)CC1,-58,-4,-30,2,-26,0,4,-7,-1,-23,-7
CC(C)=CCc1c(O)c(CC=C(C)C)c2c(c1O)C(=O)CC(c1ccc(O)cc1)O2 (stereo unspecified),3,-2,-6,10,-1,1,9,-8,-6,-13,-13
O=C(O)CCCNC(=O)c1nn(Cc2ccccc2)c(=O)c2ccccc12,11,-2,-7,6,0,-4,-2,20,4,-9,11
O=C(COc1ccc(F)cc1)Nc1cc(S(=O)(=O)N2CCCCC2)ccc1N1CCCCC1,-31,1,10,7,5,-11,-20,12,-9,-25,-7
COc1ccccc1C(=O)n1nc(-c2ccco2)nc1N,0,-1,3,-7,0,-7,1,5,-13,5,1
COc1ccc(C(=O)Nc2cc(C)nn2-c2ccc(F)cc2)cc1,4,-5,-4,0,16,-10,27,11,4,-8,3
OCC1(Cc2ccccc2C(F)(F)F)CCN(Cc2ccccc2)CC1,0,-10,16,6,28,-5,-15,-3,-6,4,10
Cc1cccc(CSc2ncnc3c2cnn3Cc2ccccc2)c1,-28,-2,-1,2,3,-7,-6,2,-8,-13,2
COc1cc(C(=O)NCC(c2ccco2)N2CCCC2)ccc1OCc1ccccc1 (stereo unspecified),-10,-7,1,9,13,-8,-5,5,-4,14,-16
O=C(/C=C/c1ccc(Cl)cc1Cl)N(Cc1ccccc1)C1CCS(=O)(=O)C1 (stereo unspecified),2,13,·,-5,-5,11,7,6,·,·,·
CCC1CCCCN1C(=S)NC(=O)c1ccc(F)c(S(=O)(=O)N2CCOCC2)c1 (stereo unspecified),-11,23,5,4,-16,0,1,7,6,14,4
CC(=O)Nc1cc(-c2ccc(C(=O)N3CCOCC3)cc2)cn2c(-c3cccc(C(F)(F)F)c3)cnc12,-12,·,-15,11,-16,·,-8,1,-8,-5,-14
CCN1CCN(Cc2ccc(NC(=O)Nc3ccc(OC)cc3)cc2)CC1,-29,-11,-35,5,-50,-2,-16,-13,2,-25,-6
COc1ccc(C(=O)NCCc2nnc3ccc(SCC(=O)N4CCOCC4)nn23)cc1,-5,-2,10,0,-70,-8,5,-37,0,-7,-11
Cc1ccc(CNC(=O)C(Cc2ccccc2)NS(=O)(=O)c2cccs2)cc1 (stereo unspecified),0,-3,12,-14,-13,1,-1,2,4,-1,18
COc1ccc([C@H]2C(C(=O)O)=C[C@@H](C(C)(C)C)N2S(=O)(=O)c2ccccc2)cc1,-6,4,-2,-9,-29,1,6,10,-9,-4,21
COC(=O)C1=CN(C2CC2)C=C(C(=O)OC)C1c1ccccc1OC,5,1,1,-16,4,-4,-18,6,-4,-25,3
CN1CCN(c2ccc([N+](=O)[O-])cc2C(=O)N2CCOCC2)CC1,3,-1,10,0,-6,5,3,6,-6,-29,0
O=C(NCCc1ccc(Cl)cc1)c1ccc2c(c1)OCO2,-57,-43,-94,4,-67,9,-5,-52,-10,-74,-106
CCOC(=O)C1CCN(CC(O)COc2ccc(C(C)(C)CC)cc2)CC1 (stereo unspecified),7,8,10,5,10,-12,-21,-4,7,-4,-8
COc1ccccc1N1C(=O)S/C(=C\c2cccs2)C1=O,-50,-30,-20,-6,-18,-5,-2,-31,1,-16,29
CC(=O)Nc1ccc(NC(=O)CSc2ccc3nnc(CCNC(=O)c4ccccc4)n3n2)cc1,-9,1,-4,-5,3,0,0,4,-7,-40,-5
Cc1ccnn1CCSCC(=O)O,-10,-11,9,-1,7,-5,-14,8,-4,-4,0
C=CCN=C1NN=C(c2cc(C)n(CCOC)c2C)CS1,14,45*,28,-5,70*,1,41,86*,-6,13,-7
CCn1c(CCNC(=O)c2ccco2)nc2ccccc21,7,9,10,-10,-22,-11,11,-15,-8,-3,-9
CC(=O)Oc1ccc(C(=O)O)cc1OC(C)=O,6,6,-2,3,11,-6,12,-8,7,9,3
Cc1ccc(S(=O)(=O)N2[C@@H](c3ccccc3)C(C(=O)O)=CC[C@H]2c2cccs2)cc1,12,3,-1,14,-2,1,3,-8,7,-18,-6
COc1cc2c(cc1OC)CN(C(=S)Nc1ccccc1)CC2,10,6,3,-21,-33,-4,-7,-4,-1,-14,-1
Cc1ccc(-n2nc(C)c3c(C)cc(=O)[nH]c32)cc1,-23,-3,-4,-8,-23,6,-2,-25,-6,-11,-15
CCN(CC(=O)Nc1ccccc1C(F)(F)F)C(=O)c1cccc(N2C(=O)CCC2=O)c1,0,1,9,4,-19,12,9,-10,-6,-18,-4
COc1ccc(C)cc1S(=O)(=O)Nc1cccnc1,-13,-3,-7,-18,-7,5,0,9,3,7,0
CCC(=O)N1CCc2cc(Br)cc(S(=O)(=O)NCCN3CCCC3)c21,-1,-15,1,-7,11,6,16,0,-1,0,-18
Cc1ccc(NC(=O)N2CCCC2C(=O)Nc2ccc(-n3cnnn3)c(C)c2)cc1 (stereo unspecified),3,-5,4,-20,-20,-2,6,-10,-1,-1,-2
COc1ccc(F)cc1C(=O)C1CCCN(Cc2cnc(N3CCCC3)s2)C1 (stereo unspecified),-14,-5,19,-6,14,5,23,6,-11,14,15
N#C/C(=C/c1ccc(N2CCOCC2)o1)c1ccc(Br)cc1,17,-51,-55,2,-23,6,14,1,25*,-77,-21
Cc1ccc(C(=O)NNC2=NC(C)(C)Cc3ccccc32)cc1,-21,1,8,-3,22,-3,-11,-8,-1,-1,21
O=C(Nc1nc2ccsc2c(=O)s1)c1ccco1,-33,·,-31,-3,-35,·,-29,-26,-16,-43,-63
COc1ccc([C@H]2CC(=O)C=C(c3cccc(NC(C)=O)c3)C2)cc1,-8,-6,-2,13,10,2,-6,-16,-13,-14,-5
Cc1oc(-c2cccs2)nc1CNC[C@H]1O[C@@H](n2cnc(C(N)=O)n2)[C@H](O)[C@@H]1O,12,3,-8,-15,-5,2,15,-4,-14,1,0
O=C(Nc1cccc(F)c1)c1cc(S(=O)(=O)N2CCOCC2)cs1,-16,-5,-1,6,0,-13,9,-1,-1,-4,-2
O=C(C[n+]1ccccc1)N/N=C/c1c(F)cccc1Cl,2,2,10,-1,-26,-5,7,-4,-5,-19,1
CCn1cc(C(=O)NCC2CCCO2)c(=O)c2cc(F)c(N3CCN(C)CC3)cc21 (stereo unspecified),4,1,1,-2,-22,-5,1,-21,-3,-14,-18
COc1ccc(Nc2nc3ccccc3n3cnnc23)cc1,-55,3,5,-6,-28,-4,-44,22,-7,-6,21
O=[N+]([O-])c1cccc(C=Nc2cccc3ccccc23)c1O,43,3,-14,-4,-4,0,36,6,0,-14,-5
Fc1ccccc1Cc1noc(CN2CCCC(CN3CCOCC3)C2)n1 (stereo unspecified),-1,-7,15,-4,5,-6,10,-5,-11,-2,2
COc1cccc(C(=O)O[C@H]2[C@H](C)NS(=O)(=O)[C@H]3C[C@@H]4C=C[C@]23O4)c1,2,-7,4,6,-2,-2,-15,12,1,3,2

# Screening results deposited in PubChem BioAssay by several laboratories.
